# PfG6PD inh – PfG6PD (Plasmodium falciparum) enzyme inhibition; PfGluPho enzyme, NADPH resazurin-diaphorase fluorescence; inhibition, % at 20 µM; 0.78% of 350,000 active; AID 504690;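 active = inhibition reaching at least a set limit at 20 µM in the primary screen, cut at about 59% in these data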;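 note: 0% = DMSO wells with substrate and 100% = DMSO wells lacking glucose-6-phosphate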
# SENP6 block – blocks the human protease SENP6 | Q9GZR1 | Recombinant SENP6 catalytic domain, aminoluciferin luminescence | inhibition, % at 10 µM | 1.8% of 330,000 active;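 active = inhibition above about 50% at the single tested dose, limit read from the data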;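 note: plate controls were DMSO wells with enzyme for no effect and DMSO wells lacking enzyme for full effect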
# Target sequence (Q9GZR1 628-1112 limits assumed): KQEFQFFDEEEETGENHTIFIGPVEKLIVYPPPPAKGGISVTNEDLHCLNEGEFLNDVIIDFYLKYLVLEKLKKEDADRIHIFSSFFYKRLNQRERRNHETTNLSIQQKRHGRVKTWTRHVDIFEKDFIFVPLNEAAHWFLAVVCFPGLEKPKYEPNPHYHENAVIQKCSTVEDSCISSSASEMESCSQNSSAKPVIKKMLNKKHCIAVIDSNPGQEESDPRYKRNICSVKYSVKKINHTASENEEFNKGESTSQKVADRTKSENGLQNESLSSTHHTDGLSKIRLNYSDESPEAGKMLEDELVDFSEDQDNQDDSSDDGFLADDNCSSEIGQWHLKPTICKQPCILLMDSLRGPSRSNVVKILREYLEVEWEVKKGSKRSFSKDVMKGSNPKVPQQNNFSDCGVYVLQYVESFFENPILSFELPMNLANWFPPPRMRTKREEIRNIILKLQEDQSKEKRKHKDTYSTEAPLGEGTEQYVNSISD
# MPTP block – blocks calcium-induced mitochondrial swelling; isolated mouse mitochondria, Ca2+ swelling absorbance, 30 min; inhibition, % at 10 µM; 1.4% of 360,000 active; AID 602449;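 active = inhibition of 50% or more, scaled per plate between neutral and stimulator controls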;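 note: 0% = DMSO wells given calcium and 100% = 1 mM EGTA wells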
# HKDC1 inh – HKDC1 (human) hexokinase inhibition; Q2TB90; recombinant HKDC1, G6PDH/diaphorase resazurin coupled fluorescence; inhibition, % at 20 µM; 0.16% of 340,000 active; AID 493160;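 active = inhibition above about 35% when tested at 20 µM, limit read from the data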;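 note: plate controls were DMSO wells with enzyme for no effect and DMSO wells lacking enzyme for full effect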
#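 Test system: HK5 enzyme. Quantity: 5 µg/mL HK5 final. Reagent: glucose and ATP substrates. Schedule: 90 min reaction incubation at room temperature, dark. Technique: resazurin-to-resorufin fluorescence via G6PDH and diaphorase coupling, 525/613 nm. Control set: DMSO wells with and without enzyme mix.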
# SENP8 inh – SENP8 (human) protease inhibition; Q96LD8; recombinant SENP8, Nedd8 substrate fluorescence; inhibition, % at 20 µM; 0.64% of 360,000 active; AID 602440; in the data active = inhibition mostly above about 40%, no sharp cut-off; inactive = mostly below about 27%
# Target sequence (Q96LD8 whole entry, looked up): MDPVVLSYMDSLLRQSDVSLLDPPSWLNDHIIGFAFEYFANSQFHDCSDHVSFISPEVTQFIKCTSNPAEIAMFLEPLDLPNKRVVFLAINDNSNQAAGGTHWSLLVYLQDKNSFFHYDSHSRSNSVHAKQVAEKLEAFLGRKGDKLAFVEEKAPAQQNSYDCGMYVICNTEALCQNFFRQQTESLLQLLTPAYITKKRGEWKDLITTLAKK
# ATG4B inh – blocks human ATG4B protease cleavage of LC3 substrate. Q9Y4P1. AID 504462. ATG4B cleavage of LC3-PLA2, NBD-HPC fluorescence, 1 h. inhibition, % at 8.33 µM. 0.51% of 340,000 active; in the data active = inhibition above about 40%
# Target sequence (Q9Y4P1 whole entry, looked up): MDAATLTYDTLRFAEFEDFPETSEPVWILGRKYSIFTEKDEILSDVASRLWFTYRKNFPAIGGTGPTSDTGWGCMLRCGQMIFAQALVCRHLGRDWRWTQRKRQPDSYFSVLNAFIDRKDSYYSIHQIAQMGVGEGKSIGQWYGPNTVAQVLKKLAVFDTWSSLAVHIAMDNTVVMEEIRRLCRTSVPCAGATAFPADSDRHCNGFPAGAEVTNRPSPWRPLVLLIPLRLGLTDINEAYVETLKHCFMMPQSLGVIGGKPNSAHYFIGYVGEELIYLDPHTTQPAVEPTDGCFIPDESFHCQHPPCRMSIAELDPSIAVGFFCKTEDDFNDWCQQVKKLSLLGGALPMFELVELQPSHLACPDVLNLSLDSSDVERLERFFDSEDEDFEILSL
# GRIN3A LBD mod – modulators (binders) of human NR3A ligand-binding domain; Tm shift relative to glycine control, % at 25 µM; 2.5% of 340,000 active; NR3A LBD differential scanning fluorimetry, Tm shift; 0% = protein alone, 100% = glycine-bound protein; AID 1259313;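 active = melting temperature shift of at least 10% of the positive control shift, at one fixed dose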
# SENP7 block – blocks the human protease SENP7; Q9BQF6; recombinant SENP7, Z-RLRGG-aminoluciferin luminescence, 40 min; inhibition, % at 5 µM; 1.5% of 330,000 active;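 active = inhibition above about 50% at the single test dose, limit read from the data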;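 note: plate controls were DMSO with enzyme for no effect and no enzyme buffer wells for full effect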
# The depositor's hits bear a star; / = no result given.
# Screens in order – PfG6PD inh	SENP6 block	MPTP block	HKDC1 inh	SENP8 inh	ATG4B inh	GRIN3A LBD mod	SENP7 block
- COc1ccc(Cl)cc1NC(=O)CCN1C(=O)NC(C)(C)C1=O
    19	-13	-2.9	-2	8	-2	-1	-4
- COC(=O)C(C)Sc1ccc2nnc(-c3ccc(F)cc3)n2n1 (centres undefined)
    -11	-2	-1.0	-4	-264	-7	-12	4
- Cc1ccccc1CSCC(=O)NC1CCCC1
    -5	-16	-6.2	-3	14	2	3	11
- Cc1ccc2nc(NC(=O)Cn3nc(C)c([N+](=O)[O-])c3C)sc2c1
    -21	-5	-0.1	2	5	2	0	-1
- COC(=O)[C@@]12CCCCN1[C@H](c1ccc(-c3cccc(Cl)c3)cc1)[C@H]1C(=O)N(C)C(=O)[C@H]12
    14	-1	1.5	-1	5	-18	-1	-7
- Cc1nonc1-c1csc(N)n1
    0	-7	1.1	2	10	6	0	-2
- COc1ccccc1OCC(=O)NNC(=O)c1ccoc1C
    6	-5	-1.0	-9	0	2	-1	-4
- Cc1ccc(C(=O)C[n+]2ccccc2)cc1
    -1	20	-0.8	-4	14	2	0	6
- N#Cc1ccccc1NC(=O)Nc1ccc(Cl)cc1
    -15	-29	-0.1	-6	-163	5	-1	-3
- CSCCNC(=O)c1ccc(OC2CCN(S(=O)(=O)N(C)C)CC2)cc1
    15	8	-0.2	-4	0	8	1	8
- Cc1ccc(OCCN2CCN(C(=O)CCC(=O)Nc3nnc(C)s3)CC2)cc1
    -2	-15	0.9	-4	23	2	1	6
- CCOC(=O)C(=O)Nc1nnc(CCc2ccccc2)s1
    -10	-5	7.1	-2	14	-9	-1	5
- Cc1cc(C)n(-c2cc(Oc3ccccc3)ncn2)n1
    -4	-16	-1.4	2	17	-4	0	-6
- C=CCNC(=O)c1ccccc1NC(=O)c1cccc2ccccc12
    -8	0	0.0	0	2	-11	0	4
- Cc1ccc(OCC(=O)NNC(=O)c2ccc(NC(=O)C3CC3)cc2)c(C)c1
    0	-13	-0.3	2	6	-9	28*	-3
- O=C(Nc1cccc(F)c1)N1CCCC(CNS(=O)(=O)Cc2ccccc2)C1 (centres undefined)
    -8	-11	1.9	-7	5	11	-2	-9
- O=S(=O)(c1ccc(Cl)cc1)N1CCc2ccccc21
    25	15	1.7	-2	-1	-3	0	0
- CC(C)Oc1ccc(/C(O)=C2/C(=O)C(=O)N(CCN3CCNCC3)C2c2cccc([N+](=O)[O-])c2)cc1 (centres undefined)
    -13	7	1.8	6	16	5	-2	5
- COc1cccc(NC(=O)N2CCCC2C(=O)NC2CCCC2)c1 (centres undefined)
    -8	22	-1.4	-6	17	-2	-2	-4
- CC(C)CCCC(C)NS(=O)(=O)Cc1ccccc1 (centres undefined)
    -9	4	2.5	3	28	-5	3	-4
- O=C(NCN1C(=O)C2C3C=CC(C3)C2C1=O)Nc1ccccn1 (centres undefined)
    -20	0	-5.1	-5	15	-10	0	2
- CCOc1ccc(/C=N/OCC(=O)NC(c2ccccc2)c2ccccc2)cc1
    13	-2	7.3	-9	19	4	-5	-3
- N#Cc1cccc(C(c2nnnn2CCc2ccccc2)N2CCN(C3CCCCC3)CC2)c1 (centres undefined)
    -21	2	-0.3	11	20	-5	0	5
- Cc1cccc(NC(=O)C(=O)NCC2CCCO2)c1 (centres undefined)
    -1	-25	2.5	0	22	2	-2	-1
- COc1ccc(S(=O)(=O)NCC(=O)N(CC(=O)NCC2CCCO2)c2ccccc2C)cc1 (centres undefined)
    -21	-21	0.2	-7	10	1	7	-11
- CCc1ccc2c(c1)c(N=NC1=NC(=O)CS1)c(O)n2CC
    -44	-32	-0.1	14	42*	-9	0	0
- O=[N+]([O-])c1cc(C(F)(F)F)ccc1NCCc1c[nH]c2ccc(O)cc12
    22	-18	3.0	7	14	17	29*	-15
- CCC(CC)NC(=O)c1ccc(NS(=O)(=O)c2ccc3[nH]c(=O)[nH]c3c2)cc1
    16	-5	-1.2	0	7	-9	1	-13
- O=C(CCC1CCCC1)N1CCN(C(=O)c2cccnc2)CC1
    -20	-4	-3.1	6	41*	-2	-1	-5
- CN=C(NC(=O)Nc1c(C)cccc1C)NC(=O)Nc1c(C)cccc1C
    -3	-6	0.1	14	3	-8	0	-2

# Three compounds from above with just SENP7 block.
SMILES	SENP7 block
COC(=O)[C@@]12CCCCN1[C@H](c1ccc(-c3cccc(Cl)c3)cc1)[C@H]1C(=O)N(C)C(=O)[C@H]12	-7
Cc1nonc1-c1csc(N)n1	-2
COc1ccccc1OCC(=O)NNC(=O)c1ccoc1C	-4

# Reprinted from the entries so far, 4 compounds:
# Screens in order – PfG6PD inh	SENP6 block	MPTP block	HKDC1 inh	SENP8 inh	ATG4B inh	GRIN3A LBD mod	SENP7 block
- COc1ccc(Cl)cc1NC(=O)CCN1C(=O)NC(C)(C)C1=O
    19	-13	-2.9	-2	8	-2	-1	-4
- COC(=O)C(C)Sc1ccc2nnc(-c3ccc(F)cc3)n2n1 (centres undefined)
    -11	-2	-1.0	-4	-264	-7	-12	4
- Cc1ccccc1CSCC(=O)NC1CCCC1
    -5	-16	-6.2	-3	14	2	3	11
- Cc1ccc2nc(NC(=O)Cn3nc(C)c([N+](=O)[O-])c3C)sc2c1
    -21	-5	-0.1	2	5	2	0	-1

# (listing goes on)
# Screens in order – PfG6PD inh	SENP6 block	MPTP block	HKDC1 inh	SENP8 inh	ATG4B inh	GRIN3A LBD mod	SENP7 block
- COc1ccc(CCNC(=O)CCc2ccc(S(=O)(=O)NCC(C)C)cc2)cc1OC
    -20	-1	-0.2	11	-3	0	-1	3
- Fc1ccccc1N1CCN(C2CCCN(Cc3ccccc3C(F)(F)F)C2)CC1 (centres undefined)
    8	-6	1.3	13	6	17	2	0
- COc1ccc(CCNC(=O)CSc2nnc(-c3cccc(F)c3)o2)cc1OC
    -7	-5	-2.1	7	-3	1	-8	-1
- O=C(CN1CCN(c2ccccn2)CC1)Nc1ccc(Br)cc1
    2	23	0.0	-3	8	-1	2	0
- O=S(=O)(c1cccc(C(F)(F)F)c1)c1ccc(O)cn1
    -25	-13	3.3	-1	-14	-11	11*	-5
- CCNC(=S)NCc1ccc(F)cc1
    -26	17	-1.1	-6	10	5	-3	4
- CCC(Sc1nc(C)cc(C)n1)C(=O)Nc1cc(C)on1 (centres undefined)
    3	-5	-0.1	2	13	12	4	7
- N=c1c(C(=O)NCC2CCCO2)cc2c(=O)n3ccccc3nc2n1Cc1ccc(F)cc1 (centres undefined)
    20	-2	-0.4	-4	-476	-3	0	3
- Cc1nc2ccc(NC(=O)CCS(=O)(=O)c3ccc(Cl)cc3)cc2s1
    2	7	34	3	11	-5	-10	3
- Cc1cc(OCc2cc(C(=O)N(Cc3nccn3C)C(C)C)no2)cc(C)c1Cl
    16	-2	1.2	0	21	-1	1	-19
- O=C(Oc1ccccc1)c1ccc(-n2cnnn2)cc1
    -6	0	0.4	-1	0	1	0	5
- Cc1ccc(CN(C)c2ccc(S(=O)(=O)N3CCCC3)cn2)cc1
    -4	6	-0.3	1	-76	6	3	-11
- Cc1ccc(S(=O)(=O)Cc2csc(N)n2)cc1
    1	-39	-0.4	-5	19	4	-1	-9
- Cc1ccc(NC(=O)CC2S/C(=N/N=C/c3c[nH]c4ccccc34)NC2=O)cc1 (centres undefined)
    -5	-25	-31	-15	-41	3	11*	-1
- CCOC(=O)N1CCC(NC(=O)c2cc(C(=O)Nc3cccc(C(F)(F)F)c3)ccc2CO)CC1
    -11	-8	6.7	-6	9	2	0	-6
- C[C@@H]1CN([C@H](C)CO)C(=O)c2cccc(NC(=O)Nc3ccc(F)cc3)c2O[C@H]1CN(C)C(=O)Nc1ccc(C(F)(F)F)cc1
    22	-16	0.4	1	7	-16	15*	9
- COc1c(Cl)cc(Cl)cc1C(=O)Nc1ccc(NC(C)=O)cc1
    -8	9	0.0	5	9	-2	5	4
- Cc1nc(-c2c(C(=O)NNC(=O)Nc3c(C)cccc3C)noc2C)cs1
    1	-23	0.8	-4	13	-2	-1	-1
- O=S(=O)(Nc1ccc(N=Nc2ccc(O)c3ccccc23)cc1)c1ccccc1
    38	2	29	14	38	25	8	-3
- Cc1nnc(SCC(=O)Nc2ccc(N(C)C)cc2)n(N)c1=O
    25	21	-2.3	2	16	-9	0	11
- O=S(=O)(CCc1ccccc1)/N=C/c1cccs1
    11	-21	-4.4	-4	25	-10	-1	4
- COC(=O)C1=C(O)CSC1=Nc1ccccc1
    -3	5	-2.4	7	8	6	-4	3
- CSc1ccc(/C=C/C(=O)Nc2ccccc2)cc1
    9	85*	1.9	-4	-88	-1	21*	101*
- O=c1cc(N2CCOCC2)cnn1-c1ccccc1
    3	-14	1.7	8	8	-4	0	-3
- CCCN1CCN(C(=O)c2oc3ccccc3c2NC(=O)COc2ccc(OC)cc2)CC1
    0	4	0.6	-3	6	-3	3	-4
- CC1CCC(C(C)C)C(OC(=O)CSc2nc(N)cc(=O)[nH]2)C1 (centres undefined)
    -17	-6	-2.1	-8	6	8	-1	-9
- CC(C)CN(C(=O)c1nn(C)c(=O)c2ccccc12)c1nc2ccccc2s1
    -2	-5	3.9	7	27	5	-1	-3
- COc1ccc(NC(=O)NC2CCCc3ccccc32)cc1OC (centres undefined)
    16	1	-0.9	-5	-6	24	-2	-7
- CCN(CC(O)Cn1c2ccccc2c2ccccc21)S(=O)(=O)c1ccc(C)cc1 (centres undefined)
    -4	2	5.6	-2	11	-16	3	-3
- O=c1[nH]cnc2c1sc(=S)n2-c1ccccc1
    51	-11	3.1	-8	18	0	8	-8

# Going on with the list:
# Screens in order – PfG6PD inh	SENP6 block	MPTP block	HKDC1 inh	SENP8 inh	ATG4B inh	GRIN3A LBD mod	SENP7 block
- Cc1ccc(S(C)(=O)=N/C=C2\C(=O)c3sccc3N(C)S2(=O)=O)cc1 (centres undefined)
    7	-22	42	7	-98	8	-1	-3
- COc1ccccc1CNC(=O)c1cc2sccc2n1C
    24	-14	1.8	10	3	4	-5	-2
- CCOc1ccc(S(=O)(=O)N2CCC(C(=O)Nc3ccc(C)c(S(=O)(=O)N4CCOCC4)c3)CC2)cc1
    3	/	-2.0	2	14	-17	-3	/
- CC(=O)Nc1ccc2c(c1)nc(CN1CCCC1)n2C
    -4	6	-1.1	0	-113	-5	0	1
- O=C1c2ccccc2S(=O)(=O)N1CC1CC(c2ccc(Cl)cc2)=NO1 (centres undefined)
    4	11	1.2	-15	18	7	-2	-12
- CC1CCN(C(=O)c2ccc(NS(=O)(=O)c3cccs3)cc2)CC1
    -13	19	-1.8	-4	11	1	-5	9
- CN(Cc1ccccc1)C(=O)c1ccc(NC(=O)Cc2cccc(NC(=O)C3CCN(C(=O)C4CCCC4)CC3)c2)cc1
    1	16	-0.1	-4	-1	-9	-6	5
- O=C(NCCc1ccc(Cl)cc1)C1CCC(=O)N1C1CCCC1 (centres undefined)
    -7	-10	-0.7	-12	12	6	-1	5
- COc1ccccc1/C=C/C(=O)NCC(=O)N/N=C/c1ccc2c(c1)OCO2
    17	-7	0.9	-5	-117	-17	-1	-1
- N#CC1C(C#N)N2CCCN2C1c1ccc(Br)cc1 (centres undefined)
    -1	-17	-0.7	-2	4	1	0	0
- CC(=O)N1CCN(C(=S)c2ccc(-c3ccc(Cl)cc3)o2)CC1
    62*	-2	-1.8	-6	33	3	3	3
- COc1ccc(C(C)=O)cc1COC(=O)c1ccc(C)c(S(=O)(=O)N2CCOCC2)c1
    -3	2	-0.1	3	8	-5	1	2
- CCn1c(N2CCN(C(=O)C34CC5CC(CC(C5)C3)C4)CC2)nc2ccccc21
    -11	1	0.8	2	19	2	-2	-1
- COc1ccccc1C(C#N)N1N=C(C)CC1(C)C (centres undefined)
    6	-3	1.7	-6	1	-4	2	-2
- Cc1cc(=O)oc2cc(OC(C)C(=O)NC3CCN(Cc4ccccc4)CC3)ccc12 (centres undefined)
    -1	-9	0.7	-5	-90	1	-1	-4
- O=C(O)CN1C(=O)NC2NC(=O)NC21 (centres undefined)
    -4	-46	-1.3	-6	11	-9	2	3
